Assay outcomes as filed in PubChem BioAssay.
LGR2 antag: blocks bursicon-induced cAMP signaling via Drosophila LGR2; actives 0.35% (n = 380,000); AID 720647; HEK293 LGR2, CRE-luciferase, bursicon-stimulated, 4 h; inhibition, % at 9.99 µM;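 active = drop in luminescence signal, shown as inhibition above about 50% in the replicate tests, limit read from the data, passing the limit was not always enough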;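 also: agonist challenge used bursicon conditioned medium at about half maximal strength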
PGC1a acetyl inh: lowers PGC1a acetylation signal in U2OS cells. AID 651687. AlphaScreen anti-acetyl-lysine; with virally co-expressed GCN5 acetyltransferase. actives 0.17% (n = 350,000). inhibition, % at 15.6 µM;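 active = every replicate shows inhibition of at least 40%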;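 also: 0% = neutral control wells and 100% = positive control wells; some results beyond the cut were filed as inactive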
GSIS activator: primary screen for activators of insulin secretion dependent on glucose, INS-1E cells, GLuc reporter luminescence; INS-1E GLuc reporter insulin secretion, 2-3 h; activation, % at 16.6 µM; actives 0.61% (n = 370,000); AID 743287;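 active = lowest replicate activation of at least 40%, so every replicate reaches that level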;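 also: 0% = median of neutral control wells and 100% = median of IBMX positive control wells; some compounds called inactive have numbers as strong as hits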
Statin myotox sup: suppression of simvastatin myotoxicity | C2C12 myotubes + simvastatin, ATP luminescence, 48 h; scaled: DMSO 0, geranylgeraniol control 100 | rescue of ATP level, % at 7.49 µM | actives 0.78% (n = 330,000);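 active = mean ATP rescue above about 67%, or every replicate alone reaching that limit, limit read from the data, passing the limit was not always enough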;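 also: myotubes were challenged with 10 µM simvastatin during compound exposure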
PAX8 inh HTS: inhibitors of PAX8 transcriptional activity in RMG-I cells. RMG-I TPO-luciferase reporter, SteadyGlo, 24 h. inhibition, % at 12.6 µM. actives 1.2% (n = 360,000). AID 652154;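 active = mean replicate inhibition at least 60% with every replicate also reaching 60%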;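 also: luciferase light reporting Pax8 driven TPO promoter activity; plate controls were median of neutral control wells for no effect and mitoxantrone controls for full effect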
ARNT TACC3 PPI: disrupts binding between human ARNT and TACC3. Q9Y6A5. actives 0.66% (n = 390,000). AlphaScreen His-ARNT PAS-B/GST-TACC3 binding, luminescence; TACC3 fragment carries E629A point mutation. inhibition, % at 9.99 µM;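 active = mean inhibition of replicates at least 50% and at least half of replicates each reaching 50%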;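 also: 0% = complete ARNT plus TACC3 wells and 100% = ARNT alone without TACC3; many hits fall short of the cut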
PglD DTNB: blocks C. jejuni PglD acetyltransferase activity | purified PglD enzyme, DTNB colorimetric CoA detection | inhibition, % at 12.5 µM | actives 0.098% (n = 360,000); in the data active = inhibition above about 16%, passing the limit was not always enough; also: strong numbers were not always called active
Cneo AK release: causes C. neoformans cell lysis | adenylate kinase release luminescence, 4 h; normalised: neutral wells 0, clomiphene wells 100 | lysis activity, % at 15 µM | actives 0.2% (n = 360,000) | AID 651654;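 active = mean lysis activity across replicates of at least 80%, whatever share of replicates individually reach that level; inactive = mean lysis activity below 80%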
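Assay system: C. neoformans cells. Amount: yeast cell density of 5 × 10^6 cells/mL. Technique: AK luminescence. Buffer or medium: YPD. Times: static 4 h at 37 °C with compound, 1 h detection. Dosing: single-point compound dose. Read-out: lysis from increased AK signal.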
Active calls of the source: *; nt = not tested or not shown.

SMILES	LGR2 antag	PGC1a acetyl inh	GSIS activator	Statin myotox sup	PAX8 inh HTS	ARNT TACC3 PPI	PglD DTNB	Cneo AK release
O=[N+]([O-])c1cccc(/C=N/NC2CCS(=O)(=O)C2)c1 (stereo not drawn)	13	nt	11	nt	1	-1	-1	-4
CO[C@@H]1CN(C)C(=O)c2ccc(NC(=O)c3ccccc3F)cc2OC[C@H](C)N(CC2CCOCC2)C[C@@H]1C	7	-5	15	-12	1	-6	2	-16
CCS(=O)(=O)N1CCN(S(=O)(=O)c2ccccc2[N+](=O)[O-])CC1	-10	-9	0	2	9	-2	nt	nt
Cc1c(C(C)(C)O)[nH]c2ccc(C#N)cc12	-10	0	-15	81*	-10	nt	-2	0
CN1CCN(C(=S)c2ccc(-c3cc(Cl)ccc3Cl)o2)CC1	-14	nt	-22	nt	-1	23	nt	nt
CCOc1ccc(NC(=O)c2cc(SC)ccc2Cl)cc1	-18	nt	-21	nt	15	3	nt	nt
Cc1ccc(C)c2[nH]c(=O)c(CN(CC3CCCO3)C(=O)NC3CCCCC3)cc12 (stereo not drawn)	nt	nt	nt	-6	nt	-31	-2	0
N#Cc1sc2nc3c(c(-c4ccco4)c2c1N)CCCC3	nt	4	nt	98*	nt	-2	-3	1
CO[C@H]1CN(C)C(=O)c2cc(NC(C)=O)ccc2OC[C@H](C)N(Cc2cc(F)ccc2F)C[C@@H]1C	6	1	2	-8	7	-1	-2	1
C[C@@H]1CN([C@H](C)CO)C(=O)c2cc(-c3ccncc3)cnc2O[C@@H]1CN(C)C(=O)C1CC1	1	8	15	5	nt	nt	nt	nt
CC(c1ccco1)N(C(=O)c1ccc(C(F)(F)F)cc1)c1ccccn1 (stereo not drawn)	-3	-5	-6	0	-3	0	1	0
CCc1ccc(NC(=O)COc2coc(CN3CCc4ccccc4C3)cc2=O)cc1	7	13	-16	21	10	4	-2	-1
CCOCCCNC(=O)c1ccc(C2SCC(=O)N2Cc2ccccc2)cc1 (stereo not drawn)	13	13	-3	4	4	18	2	0
Cc1ccc(NC(=O)c2ccco2)c(NC(=O)CN2C(=O)c3ccccc3C2=O)c1	nt	9	nt	-8	nt	nt	2	-4
O=C(O)COc1ccccc1C=NNC(=O)c1ccccc1NS(=O)(=O)c1cccs1	0	4	1	-5	4	-1	5	-1

Brought forward from above: seven entries; new compounds follow.
SMILES	LGR2 antag	PGC1a acetyl inh	GSIS activator	Statin myotox sup	PAX8 inh HTS	ARNT TACC3 PPI	PglD DTNB	Cneo AK release
CO[C@H]1CN(C)C(=O)c2cc(NC(C)=O)ccc2OC[C@H](C)N(Cc2cc(F)ccc2F)C[C@@H]1C	6	1	2	-8	7	-1	-2	1
C[C@@H]1CN([C@H](C)CO)C(=O)c2cc(-c3ccncc3)cnc2O[C@@H]1CN(C)C(=O)C1CC1	1	8	15	5	nt	nt	nt	nt
CC(c1ccco1)N(C(=O)c1ccc(C(F)(F)F)cc1)c1ccccn1 (stereo not drawn)	-3	-5	-6	0	-3	0	1	0
CCc1ccc(NC(=O)COc2coc(CN3CCc4ccccc4C3)cc2=O)cc1	7	13	-16	21	10	4	-2	-1
CCOCCCNC(=O)c1ccc(C2SCC(=O)N2Cc2ccccc2)cc1 (stereo not drawn)	13	13	-3	4	4	18	2	0
Cc1ccc(NC(=O)c2ccco2)c(NC(=O)CN2C(=O)c3ccccc3C2=O)c1	nt	9	nt	-8	nt	nt	2	-4
O=C(O)COc1ccccc1C=NNC(=O)c1ccccc1NS(=O)(=O)c1cccs1	0	4	1	-5	4	-1	5	-1
NC(=O)c1cc2c3ccccc3ccn2c1-c1ccccc1	-52	-11	-15	-7	-28	-1	-8	-7
COc1c(Br)cc2c(C)c(C(=O)O)oc2c1Br	-5	nt	-2	nt	3	8	nt	nt
C[C@H]1CN([C@@H](C)CO)C(=O)CCCn2cc(nn2)CO[C@H]1CN(C)C(=O)Nc1ccc(N2CCCCC2)cc1	-6	0	16	-1	nt	nt	-1	-17
Cc1cccc(N(C(=O)CNC(=O)c2cccs2)C(C(=O)NC2CCCC2)c2ccncc2)c1 (stereo not drawn)	7	-5	nt	-1	-3	-6	-4	1
C#CCN(C[C@H]1[C@H](OC(=O)NCCCCCC)[C@H](OC(=O)NCCCCCC)C[C@@H](C(=O)OC)[C@H]1C(=O)OC)S(=O)(=O)c1ccc(C)cc1	0	-6	2	1	-5	nt	3	-1
CC(C)NC(=O)NNC(=O)c1cc(COc2cc(Cl)cc(Cl)c2)on1	-5	1	nt	-5	3	-2	nt	nt
Cc1ccc(S(=O)(=O)N2CCCCC2)c2nsnc12	15	nt	13	-8	12	1	nt	nt
C/C=C1\COC(C(=O)NCc2ccncc2)(C(F)(F)F)C=C1C=C1CCCCC1 (stereo not drawn)	-2	-19	-41	14	-2	2	4	4
O=C(NNS(=O)(=O)c1ccc(Cl)cc1)NC1CCCCC1	nt	5	nt	-3	nt	1	-7	2
Cc1noc(NS(=O)(=O)c2ccc(NC(=O)CSc3nc4ccccc4s3)cc2)c1C	nt	1	nt	-51	nt	5	0	-2
COc1cccc(C#Cc2cnc3c(c2)C(=O)N([C@@H](C)CO)C[C@@H](C)[C@@H](CN(C)C(=O)C2CCOCC2)O3)c1	2	7	7	9	-22	-20	-2	1
CC1=C(C(=O)OC2CCCCC2)C(c2ccccc2F)NC(=O)N1 (stereo not drawn)	19	4	nt	1	24	13	-5	0
NS(=O)(=O)c1ccc(CCNC(=O)CSCc2ccccc2)cc1	22	15	-1	nt	-29	0	nt	nt
Cc1ccc(C(C)NC(=O)c2c(C)noc2C)cc1C (stereo not drawn)	6	6	11	38	nt	-7	nt	nt
COc1ccc(C(=O)NCC(=O)OCC(=O)N(C)c2ccccc2)cc1	-1	-2	8	-2	2	-4	-2	1
Cn1c(=O)n(Cc2ccc(F)cc2)c(=O)c2c1nc1n2CCCN1Cc1ccccc1	nt	1	nt	nt	nt	4	0	-4
Cc1onc(-c2ccccc2)c1C1=N/C(=C\c2ccccc2F)C(=O)O1	2	nt	-5	nt	5	-1	nt	nt
O=C1c2cccc3cccc(c23)C(=O)N1CCCn1ccnc1	-11	9	31	17	8	nt	7	1
COc1ccccc1NC(=O)C(C)OC(=O)CSCC(=O)Nc1ccc(C)cc1C (stereo not drawn)	-6	nt	-8	15	-8	nt	-1	-1
CC(C)NC(=O)N(C)C[C@@H]1Oc2c(NS(=O)(=O)c3cn(C)cn3)cccc2C(=O)N([C@H](C)CO)C[C@H]1C	12	0	1	nt	nt	0	-1	3
O=C(Cc1cccc(NC(=O)C2CCN(C(=O)C3CCCC3)CC2)c1)Nc1cccc(C(=O)N2CCCC2)c1	-9	nt	-10	9	-1	-3	4	5
Cc1cc(NC(=O)CSc2nc(CC(C)(C)C)nc3c2c(=O)n(C)c(=O)n3C)no1	nt	0	nt	-4	2	0	-2	0
O=C(Nc1nnc(S(=O)(=O)Nc2ccccc2)s1)C1CCCCC1	-19	-2	nt	-4	-1	-8	2	0
CCCCCn1c(=O)[nH]c2cc(C(=O)N3CCN(c4ccc(F)cc4)CC3)ccc2c1=O	32	nt	16	2	15	10	0	-2
C[C@@H]1CN([C@H](C)CO)C(=O)Cc2cc(NC(=O)CCN3CCOCC3)ccc2O[C@H]1CN(C)Cc1ccc(Oc2ccccc2)cc1	-3	-5	-24	11	nt	-1	1	-1
C/C(CC(C)C)=N\Oc1nc(C)cc(C)n1	-4	0	nt	-4	-11	nt	0	1
Cc1noc(C)c1NC(=O)Nc1ccc2c(c1)C(=O)N([C@H](C)CO)C[C@H](C)[C@H](CN(C)Cc1ccncc1)O2	15	5	-25	5	-8	-2	-6	2
CCn1c(SCC(=O)Nc2ccc3[nH]c(=O)[nH]c3c2)nc2ccccc21	0	4	22	-10	22	-2	3	-1
CC(C)(O)C#Cc1ccc([C@H]2[C@@H](CO)N3CCCCN(Cc4ccccc4F)C[C@@H]23)cc1	-2	9	1	4	-4	29	1	2
CC(C)NC(=O)N(C)C[C@@H]1Oc2cc(C3=CCCCC3)ccc2S(=O)(=O)N([C@H](C)CO)C[C@@H]1C	-7	-9	5	nt	nt	1	4	-6
O=C(CSc1nnc(-c2ccc(Br)cc2)n1C1CCCCC1)N1CCCC1	nt	-7	nt	21	nt	1	3	0
O=C(c1ccc(F)cc1)N1CC(=O)N2[C@H](CO)[C@@H](c3ccc(C#CC4CCCCC4)cc3)[C@H]2C1	0	-9	-11	nt	19	nt	nt	nt
CCOc1ncccc1C(=O)NNC(=O)c1cccc(S(=O)(=O)Nc2ccccc2OC)c1	-13	4	-1	10	-3	nt	1	0
CN(CCc1ccccc1)c1cc2c(c3c1ccn3C)C1CCC2O1 (stereo not drawn)	-5	4	-29	5	49	nt	2	0
Cn1c(N)c(C(=O)CSc2nnc(N)s2)c(=O)n(C)c1=O	44	-3	5	-2	12	5	1	-2
COc1ccc(-c2nnc3n2N=C(C)CS3)cc1OC	nt	5	nt	5	-15	-8	1	-2
COc1c(C(=O)Nc2nnc(C3CC3)s2)csc1Cl	-45	0	25	4	-41	-1	-2	3
CCOc1ccccc1C1C2=C(COC2=O)Nc2cc3c(cc21)OCO3 (stereo not drawn)	13	nt	2	nt	88*	1	nt	nt
Cc1cccc(NC(=O)Cn2cnc3c(cnn3-c3ccc(F)cc3)c2=O)c1C	15	2	0	2	11	-5	2	2
Cc1ccc(CN(C)C2CCN(C)CC2)cc1	-3	-11	7	8	-11	6	1	3
CC(NC(=O)CC1CCCCC1)c1ccccc1 (stereo not drawn)	0	1	-1	3	-9	-7	-1	-2
COCC(=O)Nc1ccc2c(c1)C(=O)N(C)[C@H]1CC[C@@H](CC(=O)Nc3cn(C)nc3C)O[C@@H]1CO2	4	-6	3	-2	-16	-1	2	-4
COc1cc(OC)nc(Oc2ccc(N)c(C)c2)n1	7	1	6	2	9	4	2	0
C[C@@H](NC(=O)C[C@@H]1CC[C@@H]2[C@H](COC[C@@H](O)CN2C(=O)Nc2cccc(F)c2)O1)c1ccccc1	-1	0	-22	1	5	-11	-3	71
CCCCN(Cc1ccccc1)S(=O)(=O)c1cc(Br)cc2c1N(C(C)=O)C(C)C2 (stereo not drawn)	nt	5	nt	-5	nt	0	5	0
O=C(COc1cccnc1[N+](=O)[O-])N1CCC(Cc2ccccc2)CC1	-9	11	-25	-9	25	-4	-2	1
CC(Sc1ccc2nnc(-c3ccc(F)cc3)n2n1)C(=O)O (stereo not drawn)	6	3	4	7	1	-1	7	1
C=CCc1ccc(OCCOCCN(C)C)c(OC)c1	nt	6	nt	-7	nt	-3	2	1

In another format: entries from further up.
The line under a structure holds: LGR2 antag, PGC1a acetyl inh, GSIS activator, Statin myotox sup, PAX8 inh HTS, ARNT TACC3 PPI, PglD DTNB, Cneo AK release
CCCCN(Cc1ccccc1)S(=O)(=O)c1cc(Br)cc2c1N(C(C)=O)C(C)C2 (stereo not drawn)
→ nt, 5, nt, -5, nt, 0, 5, 0
O=C(COc1cccnc1[N+](=O)[O-])N1CCC(Cc2ccccc2)CC1
→ -9, 11, -25, -9, 25, -4, -2, 1
CC(Sc1ccc2nnc(-c3ccc(F)cc3)n2n1)C(=O)O (stereo not drawn)
→ 6, 3, 4, 7, 1, -1, 7, 1
